Assay outcomes as filed in PubChem BioAssay.
RECQ1 inh: qHTS Assay for Inhibitors of RecQ-Like Dna Helicase 1 (RECQ1); ATP-dependent DNA helicase Q1 (Homo sapiens), P46063; RECQ1 DNA unwinding, red fluorescence kinetic read; Potency, µM (doses to about 57.3 µM), for the others: at the highest dose activity, negative = inhibition, hits mostly inhibitors; 240,000 compounds, 0.54% hits; AID 2549, 2010;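 note: plate controls were vehicle for no effect and no enzyme for full effect; nearly all actives have a fitted effect of over 30% in size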
Target sequence (P46063 whole entry, looked up): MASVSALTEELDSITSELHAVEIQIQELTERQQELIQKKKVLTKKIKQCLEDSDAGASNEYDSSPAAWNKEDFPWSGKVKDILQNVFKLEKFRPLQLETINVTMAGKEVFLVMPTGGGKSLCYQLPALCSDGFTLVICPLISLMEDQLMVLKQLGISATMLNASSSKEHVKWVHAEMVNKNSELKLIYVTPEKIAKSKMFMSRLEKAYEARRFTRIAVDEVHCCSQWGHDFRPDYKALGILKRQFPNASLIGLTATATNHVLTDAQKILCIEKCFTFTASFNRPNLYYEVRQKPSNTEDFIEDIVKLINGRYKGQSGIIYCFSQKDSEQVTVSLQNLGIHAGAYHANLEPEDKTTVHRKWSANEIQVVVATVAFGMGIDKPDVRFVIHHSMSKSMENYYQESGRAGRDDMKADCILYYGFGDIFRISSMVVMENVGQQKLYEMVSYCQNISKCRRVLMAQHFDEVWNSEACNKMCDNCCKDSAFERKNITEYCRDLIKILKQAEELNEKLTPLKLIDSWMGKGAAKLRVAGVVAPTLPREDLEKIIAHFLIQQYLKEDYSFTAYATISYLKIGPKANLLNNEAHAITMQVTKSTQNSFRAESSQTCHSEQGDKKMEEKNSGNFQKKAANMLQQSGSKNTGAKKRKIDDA
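50 nM RECQ1T1 preincubated 15 min with compound in Tris pH 8.0 buffer with MgCl2, DTT, Tween-20 and 2.5 ug/ml poly(dI-dC); started with 200 nM TAMRA/BHQ-2 forked duplex and 2 mM ATP. Unwinding read as fluorescence (525/598 nm), two reads 2 h apart.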
TRb SRC2 PPI: qHTS for Inhibitors of the Interaction of Thyroid Hormone Receptor and Steroid Receptor Coregulator 2. TRbeta-SRC2 peptide binding, fluorescence polarization; receptor liganded with 1 µM T3. 280,000 compounds, 0.065% hits. Potency, µM (titrated, usually from 106 µM), inactives show at the top dose activity change, negative = inhibition, actives largely listed as inhibitors. Thyroid hormone receptor beta (Homo sapiens), P10828;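 note: plate controls were bound peptide for no effect and peptide without receptor for full effect; nearly all actives have a fitted effect of over 50% in size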
Target sequence (P10828 whole entry, looked up): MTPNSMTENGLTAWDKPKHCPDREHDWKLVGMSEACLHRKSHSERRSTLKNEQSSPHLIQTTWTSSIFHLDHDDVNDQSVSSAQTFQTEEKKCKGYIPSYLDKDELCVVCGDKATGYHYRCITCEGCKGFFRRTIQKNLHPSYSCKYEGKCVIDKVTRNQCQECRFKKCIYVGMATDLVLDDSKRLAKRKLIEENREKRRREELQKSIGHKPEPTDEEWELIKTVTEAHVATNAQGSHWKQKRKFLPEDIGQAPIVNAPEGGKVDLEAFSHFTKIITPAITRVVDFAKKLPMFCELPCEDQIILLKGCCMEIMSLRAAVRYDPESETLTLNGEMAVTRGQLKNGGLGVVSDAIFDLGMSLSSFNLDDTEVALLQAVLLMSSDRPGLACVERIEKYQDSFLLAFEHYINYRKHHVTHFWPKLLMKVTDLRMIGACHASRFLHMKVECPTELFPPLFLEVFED
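Human TRb LBD (0.6 uM) plus Texas Red-labeled SRC2 peptide (20 nM), 1uM T3, 5% DMSO, 5 hr at ambient temperature. Decreased polarization (555/632 nm) flags inhibition; data normalized to free and bound peptide controls.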
L3MBTL1 block: qHTS Assay for the Inhibitors of L3MBTL1; Lethal(3)malignant brain tumor-like protein 1 (Homo sapiens), Q9Y468; AlphaScreen L3MBTL1–H3K9me1 peptide binding; Potency, µM (titrated, usually from 57.1 µM), inactives show at the top dose activity, negative = inhibition, actives largely listed as inhibitors; 230,000 compounds, 0.66% hits; AID 485360, 2010; note: % is set by controls: 0 for no effect and ±100 for the full control effect; nearly all actives have a fitted effect of over 60% in size
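AlphaScreen assay: L3MBTL1 (50 nM final) was preincubated 30 min at room temperature with biotinylated H3(1-15)K9me1 peptide (75 nM final), then 30 min with library compounds; streptavidin donor and nickel chelate acceptor beads (10 ug/mL final) added, 30 min dark.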
Tau ThT inhib: qHTS for Inhibitors of Tau Fibril Formation, Thioflavin T Binding | recombinant tau K18 P301L, heparin-induced fibrillization, ThT fluorescence | Potency, µM (series often up to 57.4 µM), for the others: at the top dose activity, negative = inhibition, most hits filed as inhibitors | 270,000 compounds, 2.1% hits; note: % is set by controls: 0 for no effect and ±100 for the full control effect; nearly all actives have a fitted effect of over 55% in size
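K18 P301L tau (15 uM + 0.24 uM Alexa 594-tagged), heparin 20 uM, NaOAc pH 7, 6 h 37 C; ThT 30 uM, 1 h RT, ex 450/em 510 nm.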
Tau fluor counter: Counterscreen qHTS for Inhibitors of Tau Fibril Formation, Fluorescence Polarization | tau K18 P301L (four-repeat tau fragment) Alexa594 fluorescence, heparin fibrillization | Potency, µM (highest dose often 57.7 µM), for inactives: at the highest dose activity change, negative = decrease | 280,000 compounds, 0.93% hits | AID 1463, 2008; note: % is set by controls: 0 for no effect and ±100 for the full control effect; nearly all actives have a fitted effect of over 55% in size
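Human K18 P301L tau (15 uM unlabeled plus 0.24 uM Alexa 594-labeled, final) in 100 mM sodium acetate pH 7 was mixed with compound and 20 uM heparin and incubated 6 hr at 37 C.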
TexasRed fluor: Total Fluorescence Counterscreen for Inhibitors of the Interaction of Thyroid Hormone Receptor and Steroid Receptor Coregulator 2; TRb/SRC2 Texas Red total fluorescence interference; Potency, µM (top dose mostly 106 µM), without a hit: at the top dose fluorescence change, negative = quenching; 280,000 compounds, 0.29% hits; AID 1479, 2009; active = well fitted curve in either direction with a large enough effect; inconclusive = small, poorly fitted or top-dose-only effect; note: % is set by controls: 0 for no effect and ±100 for the full control effect
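Human TRb ligand-binding domain at 0.6 uM with 20 nM Texas Red SRC2 peptide in Tris buffer containing 1 uM T3 and 5% DMSO, incubated with compound 5 h at ambient temperature. Total fluorescence (555/632 nm) calculated as parallel + 2 × perpendicular.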
HTT cytoprotect: qHTS Multiplex Assay to Identify Dual Action Probes in a Cell Model of Huntington: Cytoprotection (ATP); Potency, µM (top dose mostly 56.4 µM), inactives show cytoprotection (ATP increase), hits mostly activators; AID 1471, 2008; PC12 HTT-Q103 induced, cytoprotection, ATP luminescence, 40 h; 230,000 compounds, 0.14% hits;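 note: % of control where 0% means no effect; nearly all actives have a fitted effect of over 45% in size; toxic huntingtin expression switched on by the ecdysone agonist tebufenozide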
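Compounds were screened for protection of PC12 cells against cell death after tebufenozide induction (100 nM final) of mutant Huntingtin exon 1 (Q103) fused to GFP.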
Tau fibril FP: qHTS for Inhibitors of Tau Fibril Formation, Fluorescence Polarization; Microtubule-associated protein tau (Homo sapiens), P10636; K18 P301L tau heparin fibrillization, Alexa594 FP, 6 h; Potency, µM (doses to about 57.7 µM), inactives show at the highest dose activity, negative = inhibition, usual class: inhibitors; 280,000 compounds, 0.39% hits; note: % is set by controls: 0 for no effect and ±100 for the full control effect; nearly all actives have a fitted effect of over 55% in size
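Human K18 P301L fragment (15 uM unlabeled plus 0.24 uM Alexa 594-labeled) in 100 mM sodium acetate pH 7 with compound, aggregation induced by 20 uM heparin for 6 hr at 37 C. ThT (30 uM) added for 1 hr, then Alexa 594 FP read.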
* marks the source's active call; other numbers are inactive results; i = inactive; ? = inconclusive; · = no result given; & = joins results of further samples; ! = not active in a repeat; [ ] = remark or other dose. Unless noted, calls come from the whole dose curve; as a rule, active = well fitted curve in the direction sought with a large enough effect; inconclusive = small, poorly fitted or top-dose-only effect, or another doubt; inactive = no such curve, though single readings can be large; an effect the other way counts as inactive or inconclusive. Potency is the fitted concentration of half-maximal effect. These rows are one share of the data. The share of hits here may be higher or lower than overall.

SMILES	RECQ1 inh	TRb SRC2 PPI	L3MBTL1 block	Tau ThT inhib	Tau fluor counter	TexasRed fluor	HTT cytoprotect	Tau fibril FP
CCOC(=O)C(CC)(CC)C(=O)/C=C/c1ccc(OC)cc1	-7%	5%	37%[activator]	-14%	-13%	-1%	-14%[10 µM]	7%
CC(C)(C)NC(=O)NC(=O)COc1ccccn1	1%	-4%	·	0%	4%	0%	3%[10 µM]	1%
O=C(NCCCn1ccnc1)/C(=C/c1ccco1)NC(=O)c1ccco1	-12%	-3%	-17%	-8%	-6%	0%	12%[10 µM]	-2%
N/C(=N\OC(=O)Cc1ccccc1)c1cccnc1	i	-9%	-2%	-16%	-17%	1%	1%	-1%
COc1ccc([N+](=O)[O-])cc1NC(=O)CCc1ccccc1	-8%	-21%	10%	-1%	-10%	-2%	-15%	-6%
CN(C)c1cccc(C(=O)OC(C(=O)Nc2ccc([N+](=O)[O-])cc2Br)c2ccccc2)c1 (configuration not stated)	-2%	-3%	?	-1%	-29%	0%	0%[10 µM]	13%
Cc1cc(C)cc(NC(=O)c2snc3c(=O)[nH]cnc23)c1	-14%	-3%	·	-3%	-5%	-3%	12%	3%
O=S(=O)(NCC1CCCO1)c1cc(Cl)ccc1Cl (configuration not stated)	-12%	2%	·	-7%	-5%	2%	-5%	-1%
COc1ccc(CN2CN(S(=O)(=O)c3ccccc3)c3nc4ccccc4nc32)cc1	-9%	-6%	-16%	-12%	?	-3%	-1%[10 µM]	-14%
Oc1c(Cl)cc(Cl)c(Cl)c1Cc1c(O)c(Cl)cc(Cl)c1Cl	?	?	-12%	20µM*	?	45µM*![quencher]	-36%&-196%&-176%	19%&-1%
COc1ccc(CCNC(=S)NCc2cccs2)cc1OC	i	2%	2%[11.4 µM]	-1%	4%	-8%	8%[10 µM]	2%
Cn1c(=O)c2c(nc(NCc3ccc4c(c3)OCO4)n2Cc2ccccc2Cl)n(C)c1=O	?	-6%	3%[11.4 µM]	-6%	-10%	-4%	-9%	3%
Cc1ccc([N+](=O)[O-])cc1S(=O)(=O)N1CCCCC1C(=O)O (configuration not stated)	-6%	0%	3%	-4%	-9%	-4%	34%[10 µM]	-2%
COc1ccccc1NC(=S)c1ccccc1	1%	1%	-14%	-17%	-4%	-2%	9%[10 µM]	-3%
CN1CCN(C(=O)/C(=C\c2ccc3c(c2)OCO3)NC(=O)c2cccs2)CC1	-3%	5%	?	1%	3%	-3%	-23%	-3%
Cc1ccc(-c2nnn(CC(=O)N(Cc3ccccc3F)C(C(=O)NC3CCCC3)c3ccncc3)n2)o1 (configuration not stated)	-1%	-2%	4%	-6%	-2%	1%	1%[10 µM]	7%
O=C(Nc1ccc(Cl)cc1)c1cc(S(=O)(=O)N2CCOCC2)cs1	-5%	0%	·	-8%	?	-1%	-48%[inhibitor]	-12%
CCc1cc(=O)oc2cc(OCC(N)=O)c(Cl)cc12	i	-6%	·	1%	2%	-1%	15%	6%
COC(=O)c1cccc(NC(=O)C(C)N2C(=O)c3ccccc3C2=O)c1 (configuration not stated)	-6%	7%	·	-4%	-9%	-6%	-10%	-3%
Cc1ccc(Cl)cc1N1CCN(C(=O)Cn2nc(C)c3sc4ccccc4c3c2=O)CC1	·	-10%	·	?	?	-2%	·	12%
O=c1[nH][nH]c2nc(C(F)(F)F)cc(C(F)(F)F)c12	2%	0%	-3%	-4%	-6%	0%	7%	-7%
Nc1c(-c2nc(-c3ccccc3)cs2)c2ccccn2c1C(=O)c1ccc2c(c1)OCO2	·	5%	·	?	?	-3%	·	11%
CCOc1ccc(C(=O)c2cn(CC(=O)Nc3ccc4c(c3)OCO4)c3ccc(OC)cc3c2=O)cc1	·	10%	·	-2%	-25%	1%	·	6%
O=C(Cc1ccccc1)Nc1ccc(SC(F)F)cc1	-16%	5%	9%	-3%	-29%	1%	-24%[10 µM]	-1%
O=C(CSc1ccc(Cl)cc1)NN=C1CCCCCC1	-4%	-4%	10%	-3%	-3%	-1%	-18%	7%
COc1cc(NC(=O)c2ccc([N+](=O)[O-])cc2)c(OC)cc1NC(=O)CC(C)C	-6%	0%	·	-9%	-10%	-1%	-19%	11%
COC(=O)c1ccccc1NC(=O)CN1C(=O)c2ccccc2S1(=O)=O	3%	11%	17%[11.4 µM]	-1%	-10%	-1%	-15%[0.074 µM]	0%
CCC(NC(=O)N(Cc1ccccc1)Cc1ccc2c(c1)OCO2)(C(F)(F)F)C(F)(F)F	-8%	-19%	2%	-12%	-13%	1%	16%[10 µM]	-4%
O=C(CSc1nnc(-c2ccco2)n1-c1ccccc1)N1CCN(C(=O)c2ccco2)CC1	-3%	-9%	3%	-7%	1%	0%	10%[10 µM]	-3%
COC(=O)[C@@H](NC(=O)NC1CCCCC1C)C(C)C (some centres not stated)	-3%	-2%	1%	-11%	-14%	-2%	17%[10 µM]	1%
COc1c2c(c(C)c3c1C(=O)OC3)O[C@@]1(C)CC[C@@]3(O)C(C)(C)OC(=O)CC[C@]3(C)[C@H]1C2	i	-2%	·	-7%	10%	-1%	32%[10 µM]	2%
COC(=O)/C(C#N)=C/c1c(Oc2cccc(C)c2)nc2ccccn2c1=O	-4%	6%	1%	-9%	-18%	0%	25%[10 µM]	-8%
COc1ccc2[nH]c(=O)c(CNc3ccccc3OC)cc2c1	?	-29%	-2%	7.9µM*	?	-12%	-5%[10 µM]	10µM*
Cc1cccc(CN2CCC(CNC(=O)C3CCCN(S(=O)(=O)c4cnc[nH]4)C3)CC2)c1 (configuration not stated)	i	-3%	4%	4%	2%	-4%	-5%	-1%
Cc1cc(C)n(C(=O)c2cc3sccc3[nH]2)n1	7%	-23%	·	-7%	-26%	-1%	-2%	-12%
O=C(O)C1C2C=CC(O2)C1C(=O)Nc1ccc(S(=O)(=O)N2CCc3ccccc32)cc1 (configuration not stated)	2%	?	?	-10%	0%	1%	-9%	0%
Cc1sc(NC(=O)CSc2nnc(C(C)C)n2C)c(C#N)c1C	-1%	-8%	-5%	4%	-5%	-3%	-4%[10 µM]	-6%
Cc1ccc(C2=NN(CC(=O)NCc3ccco3)C(=O)CC2)cc1	-3%	-4%	-4%	-6%	4%	3%	16%[10 µM]	13%
CC1CCc2sc(C(=O)OCC(=O)NCc3ccc(F)cc3)cc2C1 (configuration not stated)	-6%	-11%	0%	-8%	-11%	3%	31%[10 µM]	-1%
CC1(C)CC(=O)C(C=NCCCN2CCCC2=O)=C(O)C1	-16%	-7%	9%	2%	6%	1%	-6%	-1%

Retrieved one by one from the list above:
SMILES	RECQ1 inh	TRb SRC2 PPI	L3MBTL1 block	Tau ThT inhib	Tau fluor counter	TexasRed fluor	HTT cytoprotect	Tau fibril FP
COc1ccc2[nH]c(=O)c(CNc3ccccc3OC)cc2c1	?	-29%	-2%	7.9µM*	?	-12%	-5%[10 µM]	10µM*
CC1(C)CC(=O)C(C=NCCCN2CCCC2=O)=C(O)C1	-16%	-7%	9%	2%	6%	1%	-6%	-1%
CC1CCc2sc(C(=O)OCC(=O)NCc3ccc(F)cc3)cc2C1 (configuration not stated)	-6%	-11%	0%	-8%	-11%	3%	31%[10 µM]	-1%

New compounds follow:
SMILES	RECQ1 inh	TRb SRC2 PPI	L3MBTL1 block	Tau ThT inhib	Tau fluor counter	TexasRed fluor	HTT cytoprotect	Tau fibril FP
CN(C)c1ccc(/C=C(/NC(=O)c2ccccc2)C(=O)N/N=C/c2ccc([N+](=O)[O-])c(O)c2)cc1	3%	-6%	32µM*	4µM*	14µM*[quencher]	-4%	13%[10 µM]	2%
CC(C)(C)c1ccc(-c2nc(NCc3cccnc3)c3ccccc3n2)cc1	i	-1%	-15%	9%	?	-1%	10%[0.074 µM]	?
Cc1cc(C)cc(C(=O)NCC(c2ccc(N(C)C)cc2)N2CCCC2)c1 (configuration not stated)	·	-6%	·	0%	4%	-1%	·	5%
S=c1[nH]ncn1/N=C/c1ccccc1	-10%	2%	-2%	-6%	-8%	2%	-24%	-6%
CCC(=O)N1CCc2cc(Br)cc(S(=O)(=O)CCC(=O)NCCc3ccccc3)c21	3%	2%&7%	·	1%&-9%	-14%&-13%	-1%&0%	-8%[10 µM]	-8%&-7%
COc1ccc(-c2cc(C(=O)N3CCCCC3C)no2)cc1OC (configuration not stated)	·	-1%	·	-8%	-17%	5%	·	3%
Cc1cc(NC(=O)CSc2ccc3nnc(-c4ccc(Cl)cc4)n3n2)no1	2%	-8%	·	-17%	-9%	1%	-25%	1%
CCOc1ccc(-c2nc(-c3cccs3)c(CC(=O)O)s2)cc1OC	-4%	1%	-1%	-16%	-2%	-6%	·	11%
O=C(CSc1nc2ccccc2s1)CSc1nc2ccccc2s1	?	-6%	·	-10%	-21%	-13%	-1%	-6%
O=C(/C=C/C=C/c1ccccc1)c1ccco1	i	2%	-2%	?	-15%	-3%	2%[10 µM]	-1%
CCOc1ccc(NC(=S)N2CCN(C/C=C/c3ccccc3)CC2)cc1	i	-9%	?	?	-26%	-5%	-29%	-1%
Cn1nc(C(F)(F)F)c(C(=O)Nc2cccc(C(F)(F)F)c2)c1SCc1ccc(Cl)cc1	-18%	8%	21%	-18%	?	-3%	-43%[inhibitor]	-15%
C=CCOCC(O)CS(=O)(=O)Cc1ccc(Cl)cc1 (configuration not stated)	i	-1%	·	-9%	-8%	3%	-21%	-6%
